IP6K1 inh: Primary qHTS assay for small molecule inhibitors of Inositol hexaphosphate kinase 1 (IP6K1); Inositol hexakisphosphate kinase 1 (Homo sapiens), Q92551; IP6K1 kinase, ADP-Glo luminescence, 2 h; stronger effect = lower value; activity change, % (series mostly up to about 58 µM); 0.81% of 140,000 active; in the data active means activity change below about -25%
Target sequence (Q92551 whole entry, looked up): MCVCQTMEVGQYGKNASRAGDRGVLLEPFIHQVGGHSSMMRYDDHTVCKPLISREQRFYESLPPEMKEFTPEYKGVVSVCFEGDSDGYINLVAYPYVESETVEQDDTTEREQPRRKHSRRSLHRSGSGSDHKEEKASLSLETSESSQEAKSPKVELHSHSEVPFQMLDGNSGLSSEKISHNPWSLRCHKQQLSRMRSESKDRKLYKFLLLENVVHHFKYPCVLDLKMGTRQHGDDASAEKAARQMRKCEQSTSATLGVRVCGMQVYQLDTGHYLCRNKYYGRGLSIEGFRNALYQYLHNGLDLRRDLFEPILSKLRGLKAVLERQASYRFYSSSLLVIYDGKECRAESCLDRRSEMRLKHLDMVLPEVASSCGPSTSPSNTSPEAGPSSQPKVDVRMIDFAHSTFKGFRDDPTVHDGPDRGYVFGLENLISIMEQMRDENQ
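ADP-Glo luminescence measures ADP made by human IP6K1 during a 2 h RT reaction with ATP/IP6 (mix at 1.3 mM/130 uM); top library doses 57.5 and 19.1 uM final.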
SNCA expr inh: Primary qHTS assay for inhibitors of alpha-synuclein gene (SNCA) expression. HEK-293 SNCA-luciferase knock-in, luminescence, 24 h. Potency, µM (top dose mostly 57.2 µM), for inactives: top-dose activity change, negative = inhibition, hits mostly inhibitors. 0.17% of 140,000 active. AID 1671194, 2021;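 further: potency means the concentration at half of the fitted maximal effect; plate controls were DMSO cells for no effect and cell-free wells for full effect; nearly all actives have a fitted effect of over 45% in size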
SNCA viab count: GF-AFC viability counterscreen for inhibitors of alpha-synuclein gene (SNCA) expression; Potency, µM (doses to about 57.1 µM), inactives show at the top dose activity change, negative = cytotoxicity, most hits filed as cytotoxic; AID 1671193, 2021; HEK-293-SNCA-luc viability, GF-AFC fluorescence, 24 h; 0.12% of 150,000 active;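 further: potency means the concentration at half of the fitted maximal effect; 0% = DMSO-treated cells and -100% = medium-only wells without cells; nearly all actives have a fitted effect of over 30% in size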
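HEK-293-SNCA-luc cells (1500/well) plated 24 h, then exposed 24 h to a dilution series; GF-AFC added 30 min at 37C, fluorescence 405/540 nm; normalised to medium-only and DMSO wells, Hill fit.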
FLuc inh: Firefly luciferase inhibition profiling of diverse chemical library using quantitative high-throughput screening; purified P. pyralis luciferase, luminescence, biochemical; Potency, µM (series often up to 115 µM), for inactives: at the top dose activity change, negative = inhibition, most hits filed as inhibitors; 2.5% of 76,000 active; further: potency means the concentration at half of the fitted maximal effect; nearly all actives have a fitted effect of over 65% in size
Target sequence (P08659 whole entry, looked up): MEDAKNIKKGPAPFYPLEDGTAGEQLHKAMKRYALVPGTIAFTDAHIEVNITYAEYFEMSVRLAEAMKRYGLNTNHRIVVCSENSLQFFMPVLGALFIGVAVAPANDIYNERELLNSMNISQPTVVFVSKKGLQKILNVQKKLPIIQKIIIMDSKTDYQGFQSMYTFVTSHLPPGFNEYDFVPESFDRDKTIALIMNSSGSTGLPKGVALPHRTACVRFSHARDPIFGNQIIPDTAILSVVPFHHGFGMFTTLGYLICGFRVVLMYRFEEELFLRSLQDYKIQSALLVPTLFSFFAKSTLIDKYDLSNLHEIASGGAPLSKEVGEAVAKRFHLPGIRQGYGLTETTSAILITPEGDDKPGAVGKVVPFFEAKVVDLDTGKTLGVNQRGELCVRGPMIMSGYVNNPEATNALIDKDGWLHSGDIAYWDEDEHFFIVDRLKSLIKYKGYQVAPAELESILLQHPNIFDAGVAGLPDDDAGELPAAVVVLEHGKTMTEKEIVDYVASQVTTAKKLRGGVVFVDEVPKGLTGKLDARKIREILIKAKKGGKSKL
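Cell-free enzyme assay, 10nM P. pyralis luciferase, luciferin and ATP each at 10uM. Inhibition profiled over a 6-point titration, read as luminescence.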
HEK cytotox: Cytotoxic Profiling in HEK 293 Cell Line of Diverse Libraries Using Quantitative High-Throughput Screening; HEK 293 viability, ATP luminescence (CellTiter-Glo), 48-72 h; Potency, µM (series often up to 115 µM), inactives show at the top dose activity change, negative = cytotoxicity, usual class: inhibitors; 6.6% of 94,000 active; AID 1345083, 2018; further: potency means the concentration at half of the fitted maximal effect; nearly all actives have a fitted effect of over 60% in size
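ATP-coupled CellTiter-Glo luminescence served as viability read-out, recorded 10 min after reagent addition at room temperature. HEK 293 cells, 250 cells/well, had been incubated with pintool-transferred compound for 48 or 72 hr at 37 degree Celsius.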
NIH3T3 tox: Cytotoxic Profiling in NIH 3T3 Cell Line of Diverse Libraries Using Quantitative High-Throughput Screening. NIH 3T3 viability, CellTiter-Glo ATP luminescence, 48-72 h. Potency, µM (highest dose often 96.7 µM), inactives show at the top dose activity change, negative = cytotoxicity, usual class: inhibitors. 4.3% of 94,000 active. AID 1345082, 2018; further: potency means the concentration at half of the fitted maximal effect; nearly all actives have a fitted effect of over 55% in size
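Viability of NIH 3T3 cells after 48 or 72 hr compound treatment at 37 °C was assessed by CellTiter-Glo, with luminescence imaged following a 10 min room-temperature step.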
GPT2 inh: Primary qHTS assay for inhibitors of Glutamate pyruvate transaminase 2 (GPT2); Alanine aminotransferase 2 (Homo sapiens), Q8TD30; Recombinant GPT2, coupled pyruvate oxidase/HRP Amplex Red fluorescence; Potency, µM (series often up to 57.7 µM), inactives show top-dose activity change, negative = inhibition, usual class: inhibitors; 0.25% of 100,000 active; further: potency means the concentration at half of the fitted maximal effect; nearly all actives have a fitted effect of over 60% in size; many of its hits are not listed in these tables
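Inhibition is scored from Amplex Red fluorescence generated when pyruvate oxidase and HRP act on pyruvate released by GPT2. Reactions contain 10ng/uL enzyme, 250uM a-KG and 2mM L-alanine and run 30 min at room temperature.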
* = called active by the depositor; i = inactive; u = inconclusive; x = not tested or not shown; [ ] = dose if it differs, or a comment. Unless noted, the call rests on the fitted dose curve; in most records, active means well fitted curve in the direction sought with a large enough effect; inconclusive means small, poorly fitted or top-dose-only effect, or another doubt; inactive means no such curve, though single readings can be large; an effect the other way counts as inactive or inconclusive. Unless noted, on the % scale 0 is the no-effect control and ±100 the full control effect.

SMILES	IP6K1 inh	SNCA expr inh	SNCA viab count	FLuc inh	HEK cytotox	NIH3T3 tox	GPT2 inh
O=C(COc1ccc(F)cc1)NCC1Cn2cccc2CN1Cc1ccccc1 (configuration not stated)	-1	0%	-4%	6%	u	u	4%
CCn1ncc(N2CCCC(CC(=O)NCc3ccc(F)cc3)C2)cc1=O (configuration not stated)	11	-6%	-6%	8%	u	-24%	-5%
COc1ccc(N(CC(=O)NCc2ccccc2Cl)S(=O)(=O)c2c(C)[nH]c(=O)[nH]c2=O)cc1	-20	-24%	-13%	x	x	x	x
Cc1nc2sc(C(=O)NCc3ccc(Cl)cc3)c(NC(=O)c3ccccc3)c2c(C)c1C	5	55%[activator]	-1%	x	x	x	x
CCc1cccc(-n2ccnc2-c2cc3n(n2)CCNC3)c1	-7	-2%	-1%	6%	u	-9%	-18%
COc1ccc2cc(CN3CCC(CO)CC3)c(-c3ccc(Cl)cc3)nc2c1	-2	u	-18%	-1%	u	-29%	4%
Cc1ccc(S(=O)(=O)N2CCN(C(=O)c3cc(-c4ccc(Br)cc4)n[nH]3)CC2)c(C)c1	-1	4%	0%	x	x	x	x
O=C(C1CCCC1)N1CCCCC1c1nc(C2CC2)n[nH]1 (configuration not stated)	-2	-8%	4%	-2%	-2%	i	5%
COC(=O)C1=C(C)N=C2SC=C(CC(=O)NCc3ccccc3)N2C1c1cccc(OC)c1 (configuration not stated)	-4	5%	17%	3%	u	-10%	i
CN1CC(=O)N(c2ccc(Cl)cc2)Cc2c(NCC(C)(C)C)ncnc21	-10	2%	5%	-1%	u	u	i
CCc1cccc(NC(=O)C(CC)n2nc(C)c3sc4ccccc4c3c2=O)c1 (configuration not stated)	12	21%	7%	x	x	x	x
Cc1cccc(C(C)C)c1NC(=O)CN1CCC(C(N)=O)(N2CCCCC2)CC1	31	u	-25%	4%	1%	-19%	-3%
CC(C)NC(=O)c1nc(-c2ccsc2)c2cnccn12	2	-24%[87.6 µM]	-14%[87.6 µM]	3%[172 µM]	u	u	i
CS(=O)(=O)N1CCC(C2CCN(C(=O)NCc3ccco3)C2)CC1 (configuration not stated)	-1	u	3%[12.5 µM]	-8%	2%	-13%	4%
O=C1CCCN1CCCN1C(=O)[C@H]2CN(Cc3ccccc3)C[C@H]2C1=O	-7	21%	16%	-11%	-10%	-21%	2%
CC(=O)Nc1nnc(SCc2cc(=O)c3cc(C)ccc3[nH]2)s1	1	1%	6%	x	x	x	x
CCCNC(=O)NCC1(COc2ccc(S(C)(=O)=O)cc2)C[C@@H](O)[C@@H](O)C1 (some centres not stated)	6	u	1%[87.6 µM]	3%[172 µM]	-8%[172 µM]	-25%[138 µM]	-9%[88.5 µM]
CCS[C@H]1CCN2C(=O)c3ccccc3NC(=O)[C@H]12	-5	16%[87.6 µM]	6%[87.6 µM]	1%[230 µM]	-2%[230 µM]	4%[174 µM]	-4%[88.5 µM]
C[C@]1(CO)C2CC[C@@H](O)[C@@H](CC(=O)NCc3cccs3)[C@]2(C)CC[C@H]1OC(=O)NC1CCCCC1 (some centres not stated)	-11	-17%	-2%	-3%	u	u	-1%
CCn1ccc(C(=O)N2CC(Oc3cccc(-c4nc(C)no4)c3)C2)n1	5	13%	1%	-11%	u	-29%	-6%
Cc1ccc(C(=O)NC[C@H]2O[C@@H](CC(=O)NC3CC3)[C@H](O)[C@@H]2O)cc1	15	6%[87.6 µM]	0%[87.6 µM]	0%[172 µM]	2%[172 µM]	-41%[174 µM]	-12%[88.5 µM]
Cc1ccc(C(=O)Nc2nnc(S(=O)(=O)N3c4ccccc4CC3C)s2)cc1 (configuration not stated)	-2	19%	-3%	x	x	x	x
COc1ccc2cc(C(=O)NCc3ccc4c(c3)CCN4C(=O)c3ccc(C)cc3)[nH]c2c1	21	18%	-13%	x	x	x	x
CC1CCN(C(=O)c2c(NC(=O)c3ccccc3F)sc3c2CCC(C(C)(C)C)C3)CC1 (configuration not stated)	-5	9%	3%	x	x	x	x
O=C(NC1CCN(c2cc(-c3ccc(F)cc3)[nH]n2)C1)c1cccc(Cl)c1 (configuration not stated)	0	u	u	-2%	u	u	u
Cc1cc2oc(C(=O)Nc3ccc(S(=O)(=O)Nc4onc(C)c4C)cc3)cc(=O)c2cc1C	-5	-23%	6%	x	x	x	x
Cc1ccc([S+](=O)([O-])N2CCCC(C(=O)N3CCCC(c4nc5ccncc5[nH]4)C3)C2)cc1 (configuration not stated)	3	-24%	u	x	u	u	i
Cc1nc2c(c(-c3ccc(O)cc3)n1)CN(Cc1ccccc1)CCC2	-4	-16%	6%	1%	u	u	-5%
CCOC(=O)c1cccc(NC(=O)COc2ccc3c(C)cc(=O)oc3c2)c1	28	31%[activator]	16%	x	x	x	x
O=C(CCn1c(=O)c2cccn2c2cccnc21)N1CCN(c2ccccc2F)CC1	-6	24%	7%	x	x	x	x
CN1CCN(C(=O)c2ccc3c(c2)N(Cc2cccc(Cl)c2)C(=O)c2ccccc2S3(=O)=O)CC1	-7	-1%	-14%	x	x	x	x
CCn1c(=N)c(C(=O)NC2CCCC2)cc2c(=O)n3cc(C)ccc3nc21	12	0%	u	x	x	x	x
CCN1c2cc(C(=O)NCc3cccc(OC)c3OC)ccc2C(=O)N2CCCCCC21 (configuration not stated)	6	-10%	11%[12.5 µM]	-8%	u	u	0%
Cc1noc(C)c1[S+](=O)([O-])N1CCCC(C(=O)N2CCC(c3nc4ncccc4[nH]3)CC2)C1 (configuration not stated)	-1	-11%	5%	x	-7%	-17%	-10%
O=C(CCc1nc2ccc(Cl)cc2[nH]1)N1CC(CO)C2(CCNCC2)C1 (configuration not stated)	32	u	2%[12.5 µM]	-4%	-4%	-10%	-4%
Cc1cc(-c2cc3c(cn2)CN(Cc2ccccc2F)CCN3)ccn1	-7	79%[activator][87.6 µM]	-23%[87.6 µM]	25µM*	71µM*	u	-2%[88.5 µM]
COc1ccc(-c2nc3scc(CCNC(=O)Cc4ccc(F)cc4)n3n2)cc1	-2	1%	u	x	x	x	x
CCc1ccccc1NC(=O)Cn1c(=O)n(CCCS(=O)(=O)C2CCCCC2)c(=O)c2ccccc21	-6	-19%	3%	x	x	x	x
CCCCCCCOc1cc2c(cc1/C(C)=C/c1ccc(C(=O)O)cc1)C(C)(C)CCS2(=O)=O	5	x	-16%	x	x	x	i
CCN(CC)S(=O)(=O)c1ccc2c(c1)c(=O)c(C(=O)N1CCN(c3cc(C)ccc3C)CC1)cn2C	-11	-3%	2%	x	x	x	x
CO[C@H]1CN(C2CCN(C(=O)CC3CCCCC3)CC2)[C@H]1c1cccnc1	-2	13%	-21%	x	u	u	u
Cc1cccn2c(=O)c(C(=O)NCc3ccc(F)cc3)c(O)nc12	52	5%	7%	x	x	x	x
CN1CCN(c2ccc(-c3nccc4c(=O)cc(N5CCOCC5)oc34)cn2)CC1	-17	33%[activator][87.6 µM]	-22%[87.6 µM]	-16%[172 µM]	-14%[172 µM]	u	i
COc1ccc(/C=C/C(=O)O[C@H]2[C@@H]3C=CO[C@@H](O[C@@H]4O[C@H](CO)[C@@H](O)[C@H](O)[C@H]4O)[C@@H]3[C@@]3(CO)O[C@@H]23)cc1O	-12	x	-10%[23.9 µM]	x	x	x	u
CCN(CCCNC(=O)CSc1cc(=O)n(C)c2ccccc12)c1ccccc1	21	-6%	-2%	x	x	x	x
CC(C)(C)C1CCC2(CC1)NC(=O)N(CC(=O)NCCCc1ccccc1)C2=O (configuration not stated)	-3	-11%	-1%	5%	u	-1%	i
Cc1cc(C(=O)N2CCC(c3nc(C4CCOCC4)no3)CC2)n(C)n1	4	-23%	-4%	2%	-27%	-21%	i
Cc1noc(C2CC3(CCN(C(=O)C4(c5ccccc5)CC4)CC3)CN2C)n1 (configuration not stated)	16	-13%	0%	x	i	-4%	-3%
O=C(NC1CCCC1)N1CCC(C(=O)N2CCC(N3CCCC3=O)CC2)CC1	13	0%	1%	x	i	-17%	i

2 of the compounds above, with bars between the fields:
mol | IP6K1 inh | SNCA expr inh | SNCA viab count | FLuc inh | HEK cytotox | NIH3T3 tox | GPT2 inh
O=C(NC1CCCC1)N1CCC(C(=O)N2CCC(N3CCCC3=O)CC2)CC1 | 13 | 0% | 1% | x | i | -17% | i
Cc1noc(C2CC3(CCN(C(=O)C4(c5ccccc5)CC4)CC3)CN2C)n1 (configuration not stated) | 16 | -13% | 0% | x | i | -4% | -3%

Structures from the list above that have fluorine, in the order listed:
SMILES	IP6K1 inh	SNCA expr inh	SNCA viab count	FLuc inh	HEK cytotox	NIH3T3 tox	GPT2 inh
O=C(COc1ccc(F)cc1)NCC1Cn2cccc2CN1Cc1ccccc1 (configuration not stated)	-1	0%	-4%	6%	u	u	4%
CCn1ncc(N2CCCC(CC(=O)NCc3ccc(F)cc3)C2)cc1=O (configuration not stated)	11	-6%	-6%	8%	u	-24%	-5%
CC1CCN(C(=O)c2c(NC(=O)c3ccccc3F)sc3c2CCC(C(C)(C)C)C3)CC1 (configuration not stated)	-5	9%	3%	x	x	x	x
O=C(NC1CCN(c2cc(-c3ccc(F)cc3)[nH]n2)C1)c1cccc(Cl)c1 (configuration not stated)	0	u	u	-2%	u	u	u
O=C(CCn1c(=O)c2cccn2c2cccnc21)N1CCN(c2ccccc2F)CC1	-6	24%	7%	x	x	x	x
Cc1cc(-c2cc3c(cn2)CN(Cc2ccccc2F)CCN3)ccn1	-7	79%[activator][87.6 µM]	-23%[87.6 µM]	25µM*	71µM*	u	-2%[88.5 µM]
COc1ccc(-c2nc3scc(CCNC(=O)Cc4ccc(F)cc4)n3n2)cc1	-2	1%	u	x	x	x	x
Cc1cccn2c(=O)c(C(=O)NCc3ccc(F)cc3)c(O)nc12	52	5%	7%	x	x	x	x
